# Bioassay records deposited in PubChem by The Scripps Research Institute Molecular Screening Center.
# HTRA1 inh = inhibitors of human serine peptidase HTRA1; Q92743; recombinant HTRA1, FP-rhodamine activity-based probe, fluorescence polarization; inhibition, % at 5.96 µM; 340,000 tested, 0.5% active; in the data active means inhibition above about 36%;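 further: 0% = enzyme with DMSO and 100% = wells lacking enzyme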
# Target sequence (Q92743 whole entry, looked up): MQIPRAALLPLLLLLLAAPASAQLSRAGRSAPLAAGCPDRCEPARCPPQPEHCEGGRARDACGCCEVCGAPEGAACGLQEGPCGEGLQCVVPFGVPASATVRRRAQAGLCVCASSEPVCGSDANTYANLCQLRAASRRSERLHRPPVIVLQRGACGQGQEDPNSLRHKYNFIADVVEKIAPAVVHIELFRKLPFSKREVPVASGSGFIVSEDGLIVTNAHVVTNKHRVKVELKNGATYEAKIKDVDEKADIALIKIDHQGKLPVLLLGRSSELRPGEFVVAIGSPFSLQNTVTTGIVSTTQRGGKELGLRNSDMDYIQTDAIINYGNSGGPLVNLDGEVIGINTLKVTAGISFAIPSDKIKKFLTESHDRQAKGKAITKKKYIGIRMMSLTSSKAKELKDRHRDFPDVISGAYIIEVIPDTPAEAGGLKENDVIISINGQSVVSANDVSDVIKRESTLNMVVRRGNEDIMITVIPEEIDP
# Active calls of the source: *. Not all compounds are listed (hit frequency here may not be typical).
SMILES,HTRA1 inh
CC1(OC(=O)C2CCCC2)C(=O)C=C2C=C(c3ccsc3)N(CCc3c[nH]c4ccccc34)C=C2C1=O (stereo unspecified),36*
C#CCOCCOCCOCCNc1nc(N2CCN(C(=O)CCCCCCCCCCNC(=O)[C@@H](CCSC)n3cc(CCO)nn3)CC2)nc(N2CCN(C(=O)CCCCCCCCCCNC(=O)[C@H](CCC(=O)O)n3cc(CCCCCN)nn3)CC2)n1,-46
CCc1ccc(NC(=O)C2CCN(S(=O)(=O)c3ccc4c(c3)N(C(C)=O)CCO4)CC2)cc1,-7
O=C(CC1Oc2ccccc2NC1=O)NCCCN1CCN(Cc2ccccc2)CC1 (stereo unspecified),-156
CCS(=O)(=O)C1=NN2C(=N)/C(=C\c3ccc(OS(=O)(=O)c4ccccc4)cc3)C(=O)N=C2S1,-14
CCOC(=O)C1CCN(CC(O)COc2ccc(C(C)=O)cc2)CC1 (stereo unspecified),-1
CN(Cc1c(C(=O)N/N=C/c2cccc(O)c2)nnn1-c1nonc1N)c1ccccc1,-23
Cc1ccc(-c2csc(NC(=O)CN3CCOCC3)n2)cc1C,-1
Cn1nc(C(=O)N2CCN(c3ccc([N+](=O)[O-])cc3)CC2)c2c1-c1ccccc1S(=O)(=O)C2,6
CCCC(=O)NC(c1ccc(C)cc1)c1ccc2cccnc2c1O (stereo unspecified),45*
CCCN1CCc2c(sc3nc(SCC)n(-c4ccccc4)c(=O)c23)C1,-23
CCn1c(CN2CCN(C(c3ccccc3)c3ccccc3)CC2)nc2c1c(=O)n(C)c(=O)n2C,5
O=C(C1CCN(S(=O)(=O)c2ccc(Br)s2)CC1)N1CCc2ccccc21,-26
Cc1cccc(OC(=O)c2cccnc2)c1,10
CSc1ccc(S(=O)(=O)NCCCOC(C)C)cc1,-6
N=C1C(c2nc3ccccc3c(=O)[nH]2)=C(O)CN1CCc1ccccc1,-1
Cc1cc(C)n2nc3nc(N4CCCCC4)nc(-c4ccco4)c3c2n1,5
CSc1ccc(-c2sc(Nc3ccccc3)n[n+]2-c2ccc(F)cc2)cc1,-17
CC(C)C[C@@H](CO)N(Cc1ccccc1)S(=O)(=O)N(Cc1ccccc1)[C@@H](CO)CC(C)C,-65
Cc1c(C(=O)N2CCCCC2)oc2ccc(S(=O)(=O)N3CC(C)CC(C)C3)cc12 (stereo unspecified),-23
O=C(O)c1ccc(N2C(=O)/C(=C/c3ccc(-c4ccc([N+](=O)[O-])cc4)o3)C=C2c2ccccc2)cc1,-1
Fc1ccc(NC(=S)Nc2ccc(F)c(Cl)c2)cc1Cl,3
O=c1cnn([C@@H]2O[C@H](CO)[C@@H](O)[C@H]2O)c(=O)[nH]1,4
C=C1C(=O)C=C2CN(C(=O)c3ccccc3)[C@@](Cc3ccc(F)cc3)(C(=O)OC)[C@@H]12,-28
Cc1cc(=O)n(CC(=O)NCCN2CCOCC2)c2c1c(C)nn2-c1ccccc1,9

# 3 structures already listed, arranged by heavy-atom count, lowest first.
SMILES,HTRA1 inh
CN(Cc1c(C(=O)N/N=C/c2cccc(O)c2)nnn1-c1nonc1N)c1ccccc1,-23
CCc1ccc(NC(=O)C2CCN(S(=O)(=O)c3ccc4c(c3)N(C(C)=O)CCO4)CC2)cc1,-7
CCn1c(CN2CCN(C(c3ccccc3)c3ccccc3)CC2)nc2c1c(=O)n(C)c(=O)n2C,5

# Back to the main list with the 3 entries that preceded the break.
SMILES,HTRA1 inh
O=c1cnn([C@@H]2O[C@H](CO)[C@@H](O)[C@H]2O)c(=O)[nH]1,4
C=C1C(=O)C=C2CN(C(=O)c3ccccc3)[C@@](Cc3ccc(F)cc3)(C(=O)OC)[C@@H]12,-28
Cc1cc(=O)n(CC(=O)NCCN2CCOCC2)c2c1c(C)nn2-c1ccccc1,9
OC(COc1ccccc1)CN1C2=NCCCN2c2ccccc21 (stereo unspecified),3
COc1ccc(-c2nc3ccc(C)cn3c2NCc2ccccc2)cc1SC1CCCCC1,-13
CN(C)S(=O)(=O)c1cccc(C(=O)OCC(=O)Nc2sccc2C#N)c1,3
O=C(Cn1ncc2c([nH]c3ccccc32)c1=O)Nc1ccc(CN2CCCCC2)cc1,-7
CCCC1=NN2C(=N)/C(=C\c3ccc(SCc4ccco4)o3)C(=O)N=C2S1,-68
C=C1C(=O)O[C@@]23[C@H]1CC[C@@H](C)[C@@H]2CC[C@@]1(C)O[C@@H]31,-3
Oc1c(Cl)cc(Cl)cc1C1=NNC(c2ccc(Cl)cc2)C1 (stereo unspecified),5
COc1cc(C2C(C#N)=C(N)N(c3sc4c(c3C#N)CCCC4)C3=C2C(=O)CC(C)(C)C3)cc(OC)c1OC (stereo unspecified),-4
C=CCNC(=O)c1ccc(NC(=O)C2=CSCCO2)cc1,6
CCCCC1=CC2=C(c3ccco3)C(=O)C(C)(OC(=O)c3ccc(OC)cc3)C(=O)C2=CN1Cc1ccco1 (stereo unspecified),28
O=C(Nc1ccc(N2CCOCC2)c(Cl)c1)c1cc2ccccc2o1,-11
Cc1noc(C)c1CSc1nc2ccccc2nc1NS(=O)(=O)c1ccc(Cl)cc1,-25
C=CCNC(=O)c1c(-c2c(F)cccc2Cl)noc1C,2
Cn1c(=O)c2c(nc(N/N=C/c3ccc(OC(=O)c4ccco4)cc3)n2Cc2ccccc2Cl)n(C)c1=O,-4
CCNc1ccc(Br)cc(C(=O)/C=C/c2c(Cl)cccc2Cl)c1=O,58*
O=[N+]([O-])c1ccc(Cl)c(S(=O)(=O)N2CCCCCC2)c1,-1
CCN1c2ccccc2NC2N=C(OC)C(c3ccccc3)C21 (stereo unspecified),11
O=Nc1c(O)ccc2cc(S(=O)(=O)O)ccc12,1
COc1cccc2cc(C(=O)Nc3cc(Cl)ccc3N3CCOCC3)c(=O)oc12,5
Cc1nc(N2CCN(C(=O)c3cccs3)CC2)c2c3c(sc2n1)CCCC3,-19
CSc1nc(N2CCN(Cc3ccc4c(c3)OCO4)CC2)c2ccccc2n1,-19
Cc1nc(SCCc2ccccc2)[nH]c(=O)c1C,3
COc1ccc(CCn2c(C)cc(C(=O)COC(=O)c3ccc(NC(=O)CC#N)cc3)c2C)cc1,-68
CC(C)(C)NC(=O)C(c1ccc(-c2ccccc2)cc1)N(C[C@H]1CC[C@@H]([C@@H]2CC[C@H](CO)O2)O1)C(=O)c1ccc(-c2ccccc2)cc1 (stereo partly specified),-74
Cc1cc(F)ccc1NC(=O)C1CCN(C(=O)Nc2ccccc2)CC1,-6

# Carrying on:
SMILES,HTRA1 inh
CCN(CC)c1ccc(/C=N/NC(=O)c2ccc3nc[nH]c3c2)c(O)c1,35
O=C(Nc1nnc(S(=O)(=O)N2CCCC2)s1)c1cccc([N+](=O)[O-])c1,1
Cc1ccc(/C=N/NC(=O)c2c[nH]c3ccccc23)o1,-7
CCOc1ccc(CC(=O)C2C(=O)CCCC2=O)cc1OCC,0
Nc1ccccc1SC(CC(=O)c1ccccc1)c1ccccc1 (stereo unspecified),-8
CCC[C@@H](CN1CCC[C@H]1CN1C(N)=NC[C@@H]1Cc1ccccc1)N1C[C@@H](Cc2ccccc2)N(CCCC2CCCC2)C1=N,0
O=C(C1=C[C@H](c2ccc(Br)cc2)C[C@H](OCCCCO)O1)N1CCN(Cc2ccc3c(c2)OCO3)CC1,-19
Cc1ncc(CO)c2c1Oc1nc(-c3ccccc3F)nc(SCC(=O)N(C)c3ccccc3)c1C2,-86
Cc1cc(N/N=C/c2ccc(O)cc2O)nc(-c2ccccc2O)n1,16
COc1ccc2c(c1)Sc1ccccc1N2CCN(C)C,1
COc1cccc(C(=O)CN2CCN(S(=O)(=O)c3ccc(Br)cc3)CC2)c1,0
O=C(/C=C/c1ccccc1)NC(NC(=S)Nc1ccc(Cl)cc1Cl)C(Cl)(Cl)Cl (stereo unspecified),-90
CN1CCN(C2=C(Cl)C(=O)N(c3ccc(Cl)c(Cl)c3)C2=O)CC1,-11
CCOc1cc(CNc2ccc(O)cc2)cc(Br)c1OCc1ccccc1F,44*
COc1ccc(S(=O)(=O)/N=C2/C=CC(=O)C(C)=C2C)cc1,-2
CCCCCCCCCCCCCCCCn1cc[n+](CC(C)=O)c1,72*
CN(Cc1ccccc1)C(=C(Cl)Cl)C(=C1NCCN1)[N+](=O)[O-],2
CC(C)[C@H](CN1CCC[C@H]1CN1C(N)=NC[C@@H]1Cc1ccccc1)N1C[C@@H](Cc2ccccc2)N(CCc2ccc(Cl)c(Cl)c2)C1=N,-6
O=C(CC1SC(=Nc2ccccc2)N(CCCO)C1=O)Nc1ccc(Cl)cc1 (stereo unspecified),-18
COc1cc2[nH]c(=O)n3nc(-c4ccccc4)nc3c2cc1OC,1
CCc1cc(=O)[nH]c(SCc2cccnc2)n1,3
N#CC1=C(N)C(C#N)(C#N)C(c2cccnc2)C2CC(c3ccccc3)CC=C12 (stereo unspecified),-4
CC1CCc2cc(F)ccc2N1C(=O)CCl (stereo unspecified),2
CCOC(=O)c1ccc(NC(=O)CSc2nc(C)cc(=O)[nH]2)cc1,10
COc1ccccc1-n1c(=S)[nH]c2c(sc(=S)n2-c2ccc(C)cc2C)c1=O,-18

# (listing goes on)
SMILES,HTRA1 inh
O=C1OCCN1C(=O)[C@H]1[C@H](c2ccccc2)C(c2cccc(Cl)c2)=NN1c1ccccc1,-17
COc1cccc(NC(=O)CCc2nnc3ccc(N4CCN(c5cccc(OC)c5)CC4)nn23)c1,7
COC(=O)C(C(C)=O)C1=C/C(=N\S(=O)(=O)c2ccc(C)cc2)c2ccccc2C1=O (stereo unspecified),-6
Cc1c(Cl)cccc1NC(=O)Cn1cnc(S(=O)(=O)N2CCCC2)c1,-4
CC1Nc2ncnc(N3CCc4ccccc4C3)c2N(Cc2ccc(Cl)cc2)C1=O (stereo unspecified),-32
Cc1cc(N2CCN(c3ccc([N+](=O)[O-])c4cccnc34)CC2)c2ccccc2n1,1
O=C1CC(=O)C(n2cncn2)C(c2ccc(Cl)cc2Cl)C1 (stereo unspecified),-19
COc1ccc(NS(=O)(=O)c2cccc(NC(=O)c3ccc(S(=O)(=O)N4CCCCCC4)cc3)c2)cc1,-82
CC(C)(C)OC(=O)NCc1ccc(NC(=O)c2nc[nH]c2C(=O)NCCCNC(=O)c2[nH]cnc2C(=O)Nc2ccc(CNC(=O)OC(C)(C)C)cc2)cc1,-8
CS(=O)(=O)c1ccc(C(=O)OCC(=O)Nc2cccnc2Cl)cc1[N+](=O)[O-],-2
CC(C)[C@H](CN1CCC[C@H]1CN1C(N)=NC[C@H]1C(C)C)N1C[C@@H](Cc2ccccc2)N(CCCC2CCCC2)C1=N,5
CCC1CCCCN1C(=O)c1cc2c(=O)n3cccc(C)c3nc2s1 (stereo unspecified),0
OCC(CO)(CO)NCC(O)CN1c2ccccc2Sc2ccccc21 (stereo unspecified),1
COc1ccc(OCC(=O)Nc2ccccc2O)cc1,1
NC(=O)CC[C@@H]1NC(=O)[C@@H]2CCCN2C(=O)c2cc([N+](=O)[O-])cc(I)c2NCCCC[C@@H](C(=O)NC(CC(=O)O)C(N)=O)NC1=O (stereo partly specified),-5
COc1ccc(/C=N/NC(=O)c2cc[n+]([O-])cc2)cc1OC,-3
CCOc1ccc(C2C(C#N)=C(N)N3C(=C2C#N)Sc2ccccc23)cc1 (stereo unspecified),-15
O=C(NCC1COCCO1)c1cc(COc2ccc(F)cc2F)on1 (stereo unspecified),12
COc1ccccc1N1CCN(C2CCCCC2NS(=O)(=O)c2ccc(Cl)cc2)CC1 (stereo unspecified),-11
CC1CCN(CCCCOc2ccc(Cl)cc2)CC1,5
COc1cccc(-n2nnnc2S(C)(=O)=O)c1,2
C=CC(=O)Nc1cccc(CN2C(=O)N(c3cc(OC)cc(OC)c3)Cc3cnc(NCCCCN(CC)CC)nc32)c1,5
Cc1c(Br)c(O)c(Br)c(O)c1/C=N/n1c(-c2ccccc2)n[nH]c1=S,9
CCOc1ccccc1N=Nc1c(C)[nH]n(-c2ccccc2)c1=O,3
O=C(CCNS(=O)(=O)c1cccc2nsnc12)N1CCN(c2ccccn2)CC1,2

# (list continues)
SMILES,HTRA1 inh
CN(C)c1ccc(NC(=O)CSCc2nc3c(nnn3Cc3ccc(F)cc3)c(=O)[nH]2)cc1,38*
C=CCN1C(=O)C(O)(CC(=O)c2ccc(-n3cccc3)cc2)c2ccccc21 (stereo unspecified),-22
COc1ccccc1N1CCN(C(=O)c2ccc3c(Cl)c4c(nc3c2)CCCC4)CC1,-5
CC(C)Cc1nc(S(=O)(=O)c2ccc(Cl)cc2)c(N2CCOCC2)o1,-2
CC(C)C[C@H](NC(=O)c1nc[nH]c1C(=O)N[C@@H](CCCCN)C(=O)OC(C)(C)C)C(=O)OC(C)(C)C,3
COc1cc(/C=C2\SC(c3ccc(C)cc3)=NC2=O)cc(OC)c1OC,1
CN1CCN(c2oc(-c3ccccc3)nc2S(=O)(=O)c2ccc(Br)cc2)CC1,-23
Cc1nn(-c2ccccc2)c2sc(C(=O)N3CCCCC3)cc12,-16
Cc1cccc(OC(C)C(=O)N2CCCN(C)CC2)c1C (stereo unspecified),1
Cc1c(NS(=O)(=O)c2cc(Br)cc3c2N(C(=O)C2CC2)CC3)c(=O)n(-c2ccccc2)n1C,-4
CC(=O)Oc1ccc(C#C/C=C2\c3ccccc3C(=O)N2c2ccccc2)cc1,-7
C#CC[N+]1(CC#Cc2ccc(C#CC[N+]3(CC#C)CCOCC3)cc2)CCOCC1,6
O=C(c1ccco1)N1CCN(c2nc(C3CC3)nc3sc4c(c23)CCCC4)CC1,-38

# With a hit mark in HTRA1 inh (from the list above):
SMILES,HTRA1 inh
CC1(OC(=O)C2CCCC2)C(=O)C=C2C=C(c3ccsc3)N(CCc3c[nH]c4ccccc34)C=C2C1=O (stereo unspecified),36*
CCCC(=O)NC(c1ccc(C)cc1)c1ccc2cccnc2c1O (stereo unspecified),45*
CCNc1ccc(Br)cc(C(=O)/C=C/c2c(Cl)cccc2Cl)c1=O,58*
CCOc1cc(CNc2ccc(O)cc2)cc(Br)c1OCc1ccccc1F,44*
CCCCCCCCCCCCCCCCn1cc[n+](CC(C)=O)c1,72*
CN(C)c1ccc(NC(=O)CSCc2nc3c(nnn3Cc3ccc(F)cc3)c(=O)[nH]2)cc1,38*

# 3 of the entries above in order of the HTRA1 inh value, falling:
SMILES	HTRA1 inh
CN(C)c1ccc(NC(=O)CSCc2nc3c(nnn3Cc3ccc(F)cc3)c(=O)[nH]2)cc1	38*
Cc1cccc(OC(C)C(=O)N2CCCN(C)CC2)c1C (stereo unspecified)	1
Cc1c(NS(=O)(=O)c2cc(Br)cc3c2N(C(=O)C2CC2)CC3)c(=O)n(-c2ccccc2)n1C	-4
